From PubChem
Tat export inh: E. coli Tat export inhibitors, primary screen, MC4100, TorA-mCherry reporter, fluorescence, single point. AID 488895, 2010. inhibition, % at 10 µM. actives 0.036% (n = 340,000);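 active means mean replicate inhibition at least 50% and at least half of replicates individually reaching 50%; inconclusive means only one of the two criteria met; inactive means neither criterion met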;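 further: exported cargo escapes ClpAP degradation while cytoplasmic cargo is degraded and loses fluorescence; 0% = median of neutral control wells and 100% = median of NaSCN control wells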
MITF TRPM1 HTS: activators of MITF-driven TRPM1 promoter reporter, primary screen, cell-based, SK-MEL-5, luciferase, single point | SK-MEL-5 TRPM1-promoter luciferase, 24 h; % of positive control, neutral wells = 0 | activation, % at 12.5 µM | actives 0.75% (n = 300,000);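 active means mean activation of at least 80% with every replicate also reaching 80%; inconclusive means mean reaches 80% but some replicate falls short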;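 further: 0% = neutral control wells and 100% = parthenolide positive control wells; values of inactives mirror those of a sister screen read the other way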
SR-BI HDL uptake: inhibitors of SR-BI mediated HDL lipid uptake, primary screen, ldlA[mSR-BI] cells, fluorescence, single point; Scavenger receptor class B member 1 (Mus musculus), Q61009; ldlA[mSR-BI] CHO cells, DiI-HDL uptake fluorescence, 3 h; actives 0.96% (n = 320,000); inhibition, % at 12.5 µM;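 active means mean replicate inhibition of at least 70% and a set share of replicates each scoring 70 or more; inconclusive means meets just one of the two criteria; inactive means fails both criteria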;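 further: 0% = median of neutral control wells and 100% = median of positive control wells; values of inactives mirror those of a sister screen read the other way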
Target sequence (Q61009 whole entry, looked up): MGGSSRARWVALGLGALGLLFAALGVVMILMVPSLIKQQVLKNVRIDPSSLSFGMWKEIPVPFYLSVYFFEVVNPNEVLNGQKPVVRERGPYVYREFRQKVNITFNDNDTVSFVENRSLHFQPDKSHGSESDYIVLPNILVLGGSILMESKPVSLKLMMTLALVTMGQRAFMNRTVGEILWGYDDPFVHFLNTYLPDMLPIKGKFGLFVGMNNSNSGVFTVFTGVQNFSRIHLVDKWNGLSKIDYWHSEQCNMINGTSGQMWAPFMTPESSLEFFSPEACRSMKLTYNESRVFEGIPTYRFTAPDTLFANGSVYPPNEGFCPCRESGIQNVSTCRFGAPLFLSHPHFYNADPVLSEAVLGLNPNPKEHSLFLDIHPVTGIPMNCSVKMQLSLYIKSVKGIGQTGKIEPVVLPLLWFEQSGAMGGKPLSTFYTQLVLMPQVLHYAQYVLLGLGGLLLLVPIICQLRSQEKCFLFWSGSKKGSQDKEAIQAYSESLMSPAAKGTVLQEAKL
Ecoli viability: E. coli V3065 growth inhibition, primary screen, counter-screen for AddAB inhibitor project, absorbance, OD600; inhibition, % at 11.9 µM; actives 0.27% (n = 330,000); 18 h;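 active means inhibition above the campaign's mean inhibition across all tested compounds plus 3 SD, cut at about 9.9% in these data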;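 further: uninfected addAB+ strain grown without phage in ampicillin broth; 0% = DMSO wells and 100% = ciprofloxacin 0.95 µg/ml wells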
CAL PDZ FP-1: untagged CAL PDZ binding inhibitors, primary screen, biochemical, fluorescence polarization, HTS. purified CAL PDZ, TMR-peptide fluorescence polarization, 1 h. inhibition, % at 24.9 µM. actives 0.92% (n = 300,000). AID 602252, 2012;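 active means mean inhibition of at least 30% with at least half of replicates also reaching 30%; inconclusive means no clear call, values can overlap the other calls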;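 further: 0% = DMSO neutral control and 100% = excess unlabeled competitor peptide PRC23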
CAL PDZ FP-2: CAL PDZ peptide-binding inhibitors, primary screen, biochemical, fluorescence polarization, Cer-tagged CAL PDZ, HTS. Golgi-associated PDZ and coiled-coil motif-containing protein (Homo sapiens), Q9HD26. purified CAL PDZ, TMR-peptide fluorescence polarization, 1 h. inhibition, % at 20 µM. actives 0.02% (n = 330,000). AID 504414, 2011;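 active means highest replicate inhibition of at least 40%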;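 further: plate controls were DMSO neutral control wells for no effect and unlabeled competitor peptide control wells for full effect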
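material = purified tagged CAL PDZ domain construct (CerCALP) | buffer or medium = sodium phosphate/NaCl buffer pH 7.4 with TCEP, IgG, Thesit | reagent = TMR-labelled reporter peptide T*-PRC34 bound in PDZ groove | incubation = 1 h room-temperature incubation prior to read | measured by = fluorescence polarization (mP) | evaluation = percent inhibition from loss of millipolarization | control set = unlabelled peptide and DMSO controls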
Wnt act: Wnt/beta-catenin pathway activators, primary screen, cell-based, plate reader, single point; Wnt/beta-catenin reporter cell assay, activator; actives 1.2% (n = 300,000); activation, % at 9.35 µM; in the data active means activation above about 30%, passing the limit was not always enough; inconclusive means no clear call, values can overlap the other calls;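 further: 0% = neutral control wells and 100% = positive control wells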
phage Ecoli inh: growth loss of phage-infected E. coli, primary screen, RecBCD inhibitor project, absorbance, with phage, HTS | inhibition, % at 11.9 µM | actives 0.26% (n = 360,000); in the data active means inhibition above about 11%
SR-BI DiI-HDL act: activators of SR-BI mediated DiI-HDL uptake, primary screen, ldlA[mSR-BI] CHO cells, DiI fluorescence. actives 0.096% (n = 320,000). activation, % at 12.5 µM. 3 h; 100 = double the neutral-control signal;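 active means mean replicate activation of at least 60% and every replicate at or above 60%; inconclusive means mean or all-replicate condition met, but not both; inactive means mean below 60% and not all replicates reaching 60%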;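 further: 0% = median plate neutral-control signal and 100% = twice that signal; values of inactives mirror those of a sister screen read the other way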
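System: CHO ldlA[mSR-BI] cells / Medium: HEPES-buffered (25 mM, pH 7.4) F12 plus 0.5% BSA / Probe or stimulus: labelled HDL, 10 µg/mL / Doses: single compound concentration, delivered by pin transfer / Schedule: 3 h, 37 °C / Measured by: DiI fluorescence, bottom read / Measure: cell-associated DiI fluorescence as measure of HDL uptake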
AddAB inh: growth inhibition of E. coli expressing H. pylori AddAB, primary screen, AddAB inhibitor project, absorbance. inhibition, % at 11.9 µM. actives 0.29% (n = 330,000); in the data active means inhibition above about 12%;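 further: 0% = vehicle wells of infected cells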
* marks the source's active call; other numbers are inactive results; ? = inconclusive; . = no result given; + = active, no number.

SMILES	Tat export inh	MITF TRPM1 HTS	SR-BI HDL uptake	Ecoli viability	CAL PDZ FP-1	CAL PDZ FP-2	Wnt act	phage Ecoli inh	SR-BI DiI-HDL act	AddAB inh
OCCNNC(=S)NC1CC2C=CC1C2 (centres undefined)	-1	-29	-2	0.1	-11	-0.4	-2	3.5	2	2.5
CCOC(=O)/C=C1/N(C)c2ccccc2C1(C)C	-11	16	-40	-1.4	-1	0.8	41*	0.1	40	0.5
Cc1ccc(NC(=O)NC(=O)COc2c(F)c(F)cc(F)c2F)c(C)c1	16	-3	-40	-1.8	17	-0.2	-3	3.0	40	-0.1
COc1ccc(OCc2nnc(SCC(=O)NCC3CCCO3)n2N)cc1 (centres undefined)	-3	13	-13	2.1	-3	-1.4	2	1.1	13	0.5
COC(=O)CNC(=O)c1sc2ncn(CC(=O)Nc3ccc(C)c(Cl)c3)c(=O)c2c1C	-4	-6	-19	-2.0	2	-1.7	-3	3.9	19	4.4
CS(=O)(=O)c1ccc(N2CCN(C3CC(=O)NC3=O)CC2)cc1 (centres undefined)	2	-2	-11	-1.0	-7	0.2	.	0.2	11	2.1
CCOC(=O)c1ccccc1NC(=O)COC(=O)c1c(CC)noc1C	-1	4	21	-1.9	3	-1.6	-2	-1.4	-21	1.4
CCCC(=O)Nc1sc2c(c1C#N)CCCC2	4	70	48	1.9	-2	-0.1	.	2.1	-48	1.8
O=c1[nH]c(=O)c2[nH]c(=S)[nH]c2[nH]1	5	-9	-8	.	-2	-0.7	-5	0.8	8	.
CC1CCN(C(=O)COC(=O)c2n[nH]c(=O)c3ccccc23)CC1	-9	6	-21	-1.6	-3	0.9	0	1.4	21	1.1
CC(C)C(=O)Nc1ccc(NC(=O)c2ccccc2Cl)nc1	-3	60	-26	1.8	-8	.	.	4.8	26	-1.1
CN1CCN(Cc2nc3ccccc3c(=O)n2Cc2nc(-c3ccc([N+](=O)[O-])cc3)cs2)CC1	-2	-65	0	-3.0	-6	-3.6	.	0.9	0	1.4
Cc1cc(Cl)ccc1OCCCC(=O)N1CCN(S(=O)(=O)c2ccccc2)CC1	16	12	3	-1.2	2	-3.4	-6	-0.4	-3	0.0
CC(Sc1nnc(Cc2cccs2)n1C1CC1)C(=O)NC1CCS(=O)(=O)C1 (centres undefined)	-5	6	-8	.	0	1.1	-3	1.2	8	.
O=C(NC1CCCC1)C(c1ccccn1)N(C(=O)c1csnn1)c1ccccc1F (centres undefined)	1	14	.	-1.5	-3	-1.9	3	0.8	.	0.8
O=[N+]([O-])c1ccccc1OC/C(=N\O)c1ccccc1	4	23	4	1.3	2	-1.1	1	0.0	-4	1.2
N#Cc1c2n(c3c(=O)n(Cc4ccccc4)cnc13)CCCC2	-4	0	-48	0.2	0	-1.3	-2	4.0	48	2.6
O=C(Nc1ccccc1F)C1CCCN(S(=O)(=O)c2ccccc2)C1 (centres undefined)	7	-1	11	-2.5	-2	0.7	-1	2.8	-11	3.6
CCOc1ccc(S(=O)(=O)N2CCC(C(=O)NCc3ccccn3)CC2)cc1C	4	-16	.	-2.3	-2	-2.0	0	2.0	.	-0.2
Cc1cccc(C)c1NC(=O)CNC(=O)c1c(-c2ccccc2)noc1C	-7	-5	8	1.9	.	-0.5	1	1.9	-8	3.9

An excerpt from above in order of their number in CAL PDZ FP-2, falling:
Molecule | Tat export inh | MITF TRPM1 HTS | SR-BI HDL uptake | CAL PDZ FP-1 | CAL PDZ FP-2 | Wnt act | phage Ecoli inh | SR-BI DiI-HDL act
CCCC(=O)Nc1sc2c(c1C#N)CCCC2 | 4 | 70 | 48 | -2 | -0.1 | . | 2.1 | -48
OCCNNC(=S)NC1CC2C=CC1C2 (centres undefined) | -1 | -29 | -2 | -11 | -0.4 | -2 | 3.5 | 2
Cc1cccc(C)c1NC(=O)CNC(=O)c1c(-c2ccccc2)noc1C | -7 | -5 | 8 | . | -0.5 | 1 | 1.9 | -8

Next entries
SMILES	Tat export inh	MITF TRPM1 HTS	SR-BI HDL uptake	Ecoli viability	CAL PDZ FP-1	CAL PDZ FP-2	Wnt act	phage Ecoli inh	SR-BI DiI-HDL act	AddAB inh
COc1ccc(OCCNC(=O)C(c2ccccc2)c2ccccc2)cc1	-3	22	25	1.9	-4	-0.1	.	2.9	-25	-0.8
CC(C)CCNC(=O)c1ccc2c(c1)ncn2C1CCCCC1	0	21	14	2.2	-1	-0.7	.	2.7	-14	6.2
C=CCn1c(SCC(=O)N(CC)C2CCS(=O)(=O)C2)nnc1-c1ccccc1 (centres undefined)	6	6	-73	2.5	-4	-0.7	3	1.8	73*	2.1
O=C(COC(=O)c1ccccc1NC(=O)c1ccco1)NCc1ccc2c(c1)OCO2	-2	-10	-14	-2.0	0	0.8	.	2.1	14	-3.9
Cn1ncc2c(Nc3cc(Cl)cc(Cl)c3)ncnc21	-2	-10	16	1.5	.	-2.0	1	4.0	-16	4.8
O=C(NCCCN1CCOCC1)c1sc2cc([N+](=O)[O-])ccc2c1Cl	-2	-14	21	-1.9	0	-1.0	.	.	-21	1.3
CNS(=O)(=O)c1cc(C(=O)O)ccc1OC	-4	15	-19	-0.1	-2	.	0	0.8	19	0.5
O=C1NC2c3c(Cl)sc(Cl)c3C(=O)C2O1 (centres undefined)	2	-4	-5	.	-1	-1.0	-2	0.1	5	.
COC(=O)c1cccc(COC(=O)c2cccnc2SC)c1	-2	12	26	2.5	-2	-0.3	.	3.0	-26	2.4
Cc1ccc(C(=O)CN(C(=O)c2ccc(Cl)c(Cl)c2)N2C(=O)C3CCCCC3C2=O)cc1 (centres undefined)	3	-1	0	0.2	3	0.1	.	2.6	0	1.5
CN(C)/C=C/C(=O)C(F)(F)F	-5	14	11	2.1	-5	-1.2	1	3.0	-11	1.1
Cc1cccc(C(=O)O/N=C(\c2ccccc2)c2cccnc2)c1	8	2	-5	1.4	-5	-3.6	.	4.3	5	0.2
Cc1cc(=O)n2nc(N3CCCC(C(=O)NCc4ccccc4Cl)C3)sc2n1 (centres undefined)	3	5	9	-0.4	-3	-0.4	3	-0.2	-9	3.0
O=C(Cc1cccs1)Nc1cccc(C(=O)Nc2ccc(C(=O)O)cc2)c1	-3	-2	-5	2.2	9	-0.5	-2	1.1	5	2.3
Cc1c(N(C)CS(=O)(=O)O)c(=O)n(-c2ccccc2)n1C	5	-7	-3	-1.0	-1	-0.2	3	1.5	3	0.8
Cc1ccccc1NC(=O)CC(C)S(=O)(=O)c1ccc2c(c1)NC(=O)CO2 (centres undefined)	-7	-3	-12	-1.4	-2	-1.6	-1	0.1	12	1.0
COc1ccc(CNC(=O)CN(c2ccccc2OC)S(=O)(=O)c2cccs2)cc1	-7	4	50	0.2	1	-0.8	-5	0.3	-50	-1.0
CC1c2cc3c(cc2CCN1CC(=O)Nc1ccccc1)OCCCO3 (centres undefined)	10	-7	18	-4.0	4	-0.3	-1	2.9	-18	2.0
CCOC(=O)C1=CN(Cc2cccc(F)c2)S(=O)(=O)N(C)C1CCc1ccccc1 (centres undefined)	19	2	-13	1.6	1	-0.8	-1	0.9	13	3.0
Cc1ccc(C(OC(=O)c2ccco2)C(=O)NC2CCCCC2)cc1 (centres undefined)	-3	.	9	-0.1	-6	0.4	1	0.4	-9	-0.8
COc1ccc2[nH]c(C(O)(Cc3cccnc3)Cc3cccnc3)cc2c1	3	-14	2	-1.4	.	-0.8	-3	5.6	-2	2.8
COc1ccc2cc(CCNC(=O)c3c(-c4ccccc4Cl)noc3C)c(=O)[nH]c2c1	-7	5	-4	2.9	.	0.4	-3	1.1	4	2.2
O=C(c1ccccc1)c1ccc2nc(N3CCN(C(=O)c4ccco4)CC3)c3nncn3c2c1	-3	.	50	-0.2	-4	-1.8	-7	1.8	-50	0.4
CC(NC(=S)NNS(=O)(=O)c1ccc(C(C)(C)C)cc1)c1ccccc1 (centres undefined)	-3	-7	-15	0.4	-5	-3.6	1	2.6	15	-0.4
Cc1ccc(-c2nnc(SCC(=O)N3CCCC3)o2)cc1	-5	?	-21	0.2	-7	-3.2	.	3.0	21	1.1
O=S(=O)(Nc1ccccc1F)c1ccc2nsnc2c1	2	7	3	3.5	-3	-2.0	.	2.6	-3	0.3
CN(C)c1ccc(N2[C@@H](CC(=O)O)c3cc(C(F)(F)F)ccc3S2(=O)=O)cc1	1	-6	-19	-4.7	1	1.4	5	2.9	19	-0.3
O=C1c2c(Cl)c(Cl)c(Cl)c(Cl)c2C(=O)N1c1nccs1	-4	-15	-1	.	0	0.2	3	2.2	1	.
COc1ccc(CCN(Cc2cccs2)S(=O)(=O)c2ccc(S(=O)(=O)N(C)C3CCCCC3)cc2)cc1OC	-2	9	-16	1.1	-1	-0.7	.	5.2	16	0.2
Cc1ccc(NC(=O)Cc2cc(C(=O)O)c3ccccc3n2)c(C)c1	5	-8	30	2.0	-5	0.7	-1	3.4	-30	1.4
COc1ccc(CN(C(=O)c2cc(=O)c3ccccc3o2)C2CCS(=O)(=O)C2)cc1 (centres undefined)	-4	-5	1	-1.0	.	0.8	1	-1.3	-1	2.6
CCOC(=O)c1c(N/N=C/c2cccnc2)n[nH]c1C	0	45	9	1.9	5	0.7	19	-0.4	-9	0.5
COc1ccc(-c2c(C(=O)O)nc3ccccc3c2C(=O)O)cc1	1	-5	-14	-0.4	-1	-0.1	-1	1.3	14	-0.2
COc1cccc(CN(C)C(=O)c2ccc(S(=O)(=O)N3CCCC3)cc2)c1OC	-2	.	-24	-0.3	-2	0.2	-6	4.5	24	0.6
O=C(NCCc1ccc(Cl)cc1)C1CCC(=O)N(C2CCCCCC2)C1 (centres undefined)	6	-6	-1	0.6	-6	-0.8	1	1.3	1	1.8
O=C(Nc1ccc(-c2nnc(-c3ccccc3)o2)cc1)c1ccc(Br)o1	-1	4	7	0.8	-2	-1.1	.	-0.2	-7	0.5
Cc1ccc(S(=O)(=O)NN=C2C(=O)C3CCC2C3Cl)cc1 (centres undefined)	-3	-3	-7	.	7	-0.4	0	2.2	7	.
CN1C(=O)/C(=C/c2ccc(OC(=O)c3ccco3)cc2)SC1=S	-10	26	-7	0.6	+	-0.1	4	2.2	7	0.6
N#C/C(=C/c1cccc(O)c1)C(=O)NCc1ccc(Cl)cc1	-6	7	14	-1.1	-3	-2.7	1	-1.8	-14	1.2

Rows were taken by chance; about 3.6% have a hit in one of these screens.
